Screens deposited in PubChem BioAssay by several laboratories.
TbMetRS inhib – blocks T. brucei methionyl-tRNA synthetase activity; purified T. brucei MetRS, ATP depletion, Kinase-Glo luminescence; inhibition, % at 11.9 µM; 0.4% of 360,000 active;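 active = inhibition above a per-plate cutoff of the control wells' mean inhibition plus 3 SD, cut at about 5.5% in these data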;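 also: 0% = DMSO wells median and 100% = median of wells with control inhibitor compound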
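Material – parasite MetRS enzyme · Medium – HEPES-MgCl2-KCl buffer plus DTT, spermine, BSA, pyrophosphatase · Reagent – ATP, methionine and E. coli bulk tRNA substrates · Times – 15 min enzyme-compound preincubation, 2 h reaction, 10 min detection, 25 °C · Measured by – luminescence of leftover ATP · Evaluation – percent inhibition relative to median high and low control wells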
Rpn11 block – blocks the human proteasome subunit Rpn11. human 26S proteasome, Ub4-pepOG fluorescence polarization; 20S core pre-blocked with epoxomicin. calls only at 20 µM. 0.59% of 360,000 active;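 active = inhibition at 20 µM, scaled to each plate's controls, above about 33%, limit read from the data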
Target sequence (O00487 whole entry, looked up): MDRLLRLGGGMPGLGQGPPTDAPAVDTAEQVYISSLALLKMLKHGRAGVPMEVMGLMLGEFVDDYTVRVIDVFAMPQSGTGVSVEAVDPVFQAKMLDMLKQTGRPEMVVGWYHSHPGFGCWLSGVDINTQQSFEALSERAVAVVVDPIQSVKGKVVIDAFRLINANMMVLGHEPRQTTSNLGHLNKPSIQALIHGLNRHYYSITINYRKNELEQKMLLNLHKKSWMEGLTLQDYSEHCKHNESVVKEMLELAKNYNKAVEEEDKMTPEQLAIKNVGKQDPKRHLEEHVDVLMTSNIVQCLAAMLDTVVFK
MsrA inhibitor – bovine MsrA inhibition; purified bovine MsrA, absorbance read-out; inhibition, % at 15.5 µM; 0.75% of 360,000 active; AID 651718; in the data active = inhibition above about 4.5%;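 also: 0% = vehicle wells with enzyme and 100% = reference inhibitor wells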
SUMO1-SIM PPI – alters human SUMO1 binding to SIM partners. P63165. inhibition, % at 20 µM. AID 602429. SUMO1 binding to a labelled peptide, TR-FRET, 1 h. 0.33% of 360,000 active; in the data active = inhibition above about 37%
Target sequence (P63165 whole entry, looked up): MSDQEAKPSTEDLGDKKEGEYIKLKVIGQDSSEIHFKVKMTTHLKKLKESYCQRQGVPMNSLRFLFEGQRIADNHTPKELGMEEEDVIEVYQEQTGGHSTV
CSN inh – blocks human CSN-mediated cullin deneddylation | Q92905 | Purified CSN, SCF-Nedd8-OG deneddylation, fluorescence polarization | inhibition, % at 12.5 µM | 0.38% of 360,000 active;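 active = pattern-corrected inhibition above about 35%, with an unprinted fluorescence ratio check between 0.5 and 1.5, limit read from the data, passing the limit was not always enough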;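 also: 0% = enzyme with substrate and 100% = substrate without enzyme; some results filed as inactive read as strong as hits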
Target sequence (Q92905 whole entry, looked up, one chain of several): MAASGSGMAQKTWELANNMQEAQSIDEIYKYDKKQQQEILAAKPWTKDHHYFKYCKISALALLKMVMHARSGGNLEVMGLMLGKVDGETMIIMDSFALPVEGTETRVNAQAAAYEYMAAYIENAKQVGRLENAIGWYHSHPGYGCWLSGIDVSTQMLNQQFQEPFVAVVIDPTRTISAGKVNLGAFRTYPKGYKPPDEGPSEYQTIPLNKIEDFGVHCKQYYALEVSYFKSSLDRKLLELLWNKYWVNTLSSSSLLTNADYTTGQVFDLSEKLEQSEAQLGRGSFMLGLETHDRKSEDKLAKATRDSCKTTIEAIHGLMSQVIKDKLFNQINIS
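Assay system: purified human Csn5 enzyme expressed in HEK293T cells; measure: % inhibition; also added: SCFSkp2-Nedd8OG substrate at 10 nM final; technique: fluorescence polarization; times: reaction 90 min, room temperature; medium: Tris buffer pH 7.5, NaCl, DTT, Tween-20, trehalose, ovalbumin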
NadD inh – NadD (S. aureus) enzyme inhibition; purified NadD enzyme, colorimetric absorbance read-out; inhibition, % at 20 µM; 0.78% of 360,000 active; in the data active = inhibition above about 26%; also: some compounds past the cut are filed as inactive
Scp1 inh – blocks human Scp-1 phosphatase activity; 0.88% of 340,000 active; Recombinant Scp1, phosphopeptide, malachite green phosphate absorbance; inhibition, % at 20 µM; AID 493091;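 active = inhibition above about 50% at 20 µM, limit read from the data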;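 also: plate controls were DMSO wells with enzyme for no effect and wells lacking enzyme for full effect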
Target sequence (Q9GZU7 76-261 limits assumed): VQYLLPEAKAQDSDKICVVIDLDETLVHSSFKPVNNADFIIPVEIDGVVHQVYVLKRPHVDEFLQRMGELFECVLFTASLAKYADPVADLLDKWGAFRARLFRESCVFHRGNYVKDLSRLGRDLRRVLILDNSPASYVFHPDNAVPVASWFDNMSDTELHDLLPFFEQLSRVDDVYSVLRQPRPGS
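Assay system: SCP-1 catalytic fragment, aa 76-261 | Buffer or medium: Tris acetate buffer pH 5.5 with MgCl2 and Tween-20 | Compound: One concentration, 20 µM, with 1.0% DMSO | Also added: Phospho 17-mer peptide substrate | Signal: Absorbance at 630 nm | Incubation: 45 min enzyme reaction at room temperature | Measure: % inhibition of SCP-1 phosphate liberation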
DNMT1 block – DNMT1 (human) enzyme inhibition. DNMT1 molecular beacon, Hinp1I cleavage, fluorescence. inhibition (reported as % activation of signal), % at 10 µM. 0.83% of 360,000 active. P26358; in the data active = inhibition above about 50%
LMPTP block – blocks human LMPTP phosphatase. P24666. recombinant LMPTP-A, OMFP fluorogenic substrate, fluorescence intensity. inhibition, % at 20 µM. 0.22% of 360,000 active. AID 651560;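 active = compounds that cut the enzyme signal by at least half of the control window in the single-dose screen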;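 also: plate controls were DMSO wells with enzyme plus substrate for no effect and substrate without enzyme for full effect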
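Assay system: LMPTP-A, protein tyrosine phosphatase of low molecular weight / Medium: pH 6.0 Bis-Tris buffer with DTT and Triton X-100 / Schedule: 50 min enzyme reaction at room temperature, protected from light / Measured by: endpoint fluorescence intensity from OMFP dephosphorylation / Read-out basis: % inhibition relative to no-enzyme and uninhibited control wells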
STEP inh – inhibitors of human striatal-enriched phosphatase STEP; P54829; recombinant STEP, OMFP fluorogenic substrate, fluorescence; inhibition, % at 20 µM; 0.25% of 360,000 active;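 active = inhibition at 20 µM, scaled per plate between control wells, above about 37%, limit read from the data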;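 also: 0% = DMSO with enzyme and substrate and 100% = substrate only without enzyme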
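Material: STEP (striatal-enriched tyrosine phosphatase) enzyme, cell-free; Compound dosing: 20 µM single dose in 1% DMSO; Technique: fluorescence read at 480 nm ex / 540 nm em; Times: reaction 20 min, ambient temperature; Medium: 50 mM Bis-Tris pH 6.0 with 2.5 mM DTT and 0.005% Tween 20; Also added: OMFP at 25 µM.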
Numbers without * were called inactive.

For CSc1nc(O)c(C(c2ccc(OC(C)C)cc2)c2c(O)nc(SC)[nH]c2=O)c(=O)[nH]1 the results were TbMetRS inhib -0.3, Rpn11 block inactive, MsrA inhibitor 1.0, SUMO1-SIM PPI 7, CSN inh 5, NadD inh -1, Scp1 inh 3, DNMT1 block 2, LMPTP block -1.1 and STEP inh 0.
For Cc1cc(C)cc(N(CC(=O)NC2CC3CCC2C3)S(C)(=O)=O)c1 (centres undefined) the results were TbMetRS inhib -0.5, Rpn11 block inactive, MsrA inhibitor -0.1, SUMO1-SIM PPI -4, CSN inh 2, NadD inh 6, Scp1 inh -6, DNMT1 block 0, LMPTP block -1.8 and STEP inh -3.
`C/C(=N\NC(=O)CSCc1ccc([N+](=O)[O-])cc1)c1cccc(Br)c1` gave TbMetRS inhib 0.9, Rpn11 block inactive, MsrA inhibitor -0.4, SUMO1-SIM PPI -13, CSN inh -1, NadD inh -1, Scp1 inh -5, DNMT1 block -2, LMPTP block 2.5 and STEP inh 5.
`CC(C)NC(=O)[C@]1(C)CCC[C@@]2(C)C3CC[C@@]4(C)C[C@]3(CCC21)CC4=O` (some centres undefined) gave TbMetRS inhib -0.2, Rpn11 block inactive, MsrA inhibitor 1.1, SUMO1-SIM PPI -1, CSN inh -3, NadD inh -6, Scp1 inh 0, DNMT1 block 0, LMPTP block -0.3 and STEP inh 0.
`CCCC[N+](CC#CCO)(CC#Cc1ccccc1)CCCC` gave TbMetRS inhib -0.5, Rpn11 block inactive, MsrA inhibitor 1.0, SUMO1-SIM PPI -1, CSN inh -1, NadD inh -1, Scp1 inh 11, DNMT1 block 0, LMPTP block -0.7 and STEP inh -2.
CC(=O)Nc1ccc(S(=O)(=O)NC(C)C(=O)NCCc2ccc(F)cc2)cc1 (centres undefined) was read as TbMetRS inhib 0.4, Rpn11 block inactive, MsrA inhibitor 0.9, SUMO1-SIM PPI -1, CSN inh -4, NadD inh 1, Scp1 inh -5, DNMT1 block -3, LMPTP block -0.4 and STEP inh 0.
For O=C(CN1C(=O)NC2(CCOc3ccccc32)C1=O)Nc1ccc(F)c(F)c1F (centres undefined) the results were TbMetRS inhib 0.2, Rpn11 block inactive, MsrA inhibitor 1.4, SUMO1-SIM PPI -2, CSN inh 1, NadD inh 2, Scp1 inh 3, DNMT1 block -1, LMPTP block 1.2 and STEP inh 1.
For C=CCN(CC=C)C(=O)c1ccc(OC2CCN(C(C)=O)CC2)c(OC)c1 the results were TbMetRS inhib 0.3, Rpn11 block inactive, MsrA inhibitor -0.2, SUMO1-SIM PPI 0, CSN inh 5, NadD inh 2, Scp1 inh -8, DNMT1 block 1, LMPTP block -0.5 and STEP inh -1.
Screening COc1ccc2[nH]cc(CCNC(=O)CS(=O)(=O)Cc3ccccc3)c2c1 returned TbMetRS inhib -0.2, Rpn11 block inactive, MsrA inhibitor 0.0, SUMO1-SIM PPI 7, CSN inh -4, NadD inh -1, Scp1 inh -3, DNMT1 block -3, LMPTP block 1.5 and STEP inh -1.
`CCn1nc(NS(=O)(=O)c2ccccc2[N+](=O)[O-])c2cc3cccc(C)c3nc21` gave TbMetRS inhib 0.4, Rpn11 block inactive, MsrA inhibitor 1.9, SUMO1-SIM PPI 0, CSN inh 1, NadD inh 12, Scp1 inh -7, DNMT1 block -3, LMPTP block 1.7 and STEP inh 2.
`Cc1cccn2cc(-c3ccc(F)cc3)cc12` gave TbMetRS inhib 0.2, Rpn11 block inactive, MsrA inhibitor 0.4, SUMO1-SIM PPI -11, CSN inh -9, NadD inh 18, Scp1 inh 7, DNMT1 block -8, LMPTP block 1.4 and STEP inh 4.
O=C(CCSc1nnc(-c2ccco2)o1)Nc1ccccc1 was read as TbMetRS inhib -0.4, Rpn11 block inactive, MsrA inhibitor 0.5, SUMO1-SIM PPI 1, CSN inh -4, NadD inh -3, Scp1 inh -17, DNMT1 block 2, LMPTP block -1.6 and STEP inh -3.
For CCCN(CC(=O)Nc1ccc(Cl)cc1Cl)Cc1cc(=O)n2ccsc2n1 the results were TbMetRS inhib -0.3, Rpn11 block inactive, MsrA inhibitor -0.4, SUMO1-SIM PPI 4, CSN inh -7, NadD inh 6, Scp1 inh -5, DNMT1 block 0, LMPTP block -0.6 and STEP inh 2.
For COc1ccc(NC(=O)CSCC(=O)NC2(C)CCS(=O)(=O)C2)cc1 (centres undefined) the results were TbMetRS inhib 0.0, Rpn11 block inactive, MsrA inhibitor 1.9, SUMO1-SIM PPI 0, CSN inh -3, NadD inh -3, Scp1 inh -7, DNMT1 block 3, LMPTP block 0.3 and STEP inh -2.
Cc1ccc(CCNC(=O)c2cc(-c3ccncc3)nc3ccccc23)cc1 was read as TbMetRS inhib -0.3, Rpn11 block inactive, MsrA inhibitor -0.9, SUMO1-SIM PPI -16, CSN inh 0, NadD inh -4, Scp1 inh -1, DNMT1 block 2, LMPTP block -0.4 and STEP inh 2.
For CC/C(=N\NC(=S)Nc1cc(C)ccc1C)c1ccc(OC(F)F)cc1 the results were TbMetRS inhib 0.9, Rpn11 block inactive, MsrA inhibitor -0.1, SUMO1-SIM PPI -2, CSN inh -10, NadD inh 2, Scp1 inh -7, DNMT1 block -16, LMPTP block 1.3 and STEP inh 1.
Screening COc1cccc(CN2CCNC(=O)C2CC(=O)NCCCC2CCCC2)c1OC (centres undefined) returned TbMetRS inhib -0.4, Rpn11 block inactive, MsrA inhibitor -1.0, SUMO1-SIM PPI 4, CSN inh -3, NadD inh 3, Scp1 inh -10, DNMT1 block -1, LMPTP block -1.4 and STEP inh 0.
Cc1ccc(/C(COc2ccccc2O)=N\O)cc1 was read as TbMetRS inhib -0.3, Rpn11 block inactive, MsrA inhibitor -0.9, SUMO1-SIM PPI -1, CSN inh -6, NadD inh -5, Scp1 inh -5, DNMT1 block 0, LMPTP block -1.1 and STEP inh -4.
`O=C(Cc1cccs1)NNC(=O)C12CC3CC(CC(C3)C1)C2` gave TbMetRS inhib -0.3, Rpn11 block inactive, MsrA inhibitor -0.3, SUMO1-SIM PPI 3, CSN inh 7, NadD inh -2, Scp1 inh -8, DNMT1 block 1, LMPTP block -1.8 and STEP inh 1.
For O=C(CCN1C(=O)S/C(=C\C=C\c2ccccc2)C1=O)Nc1ccc(O)cc1 the results were TbMetRS inhib 0.4, Rpn11 block inactive, MsrA inhibitor 1.4, SUMO1-SIM PPI -20, CSN inh 2, NadD inh 12, Scp1 inh -7, DNMT1 block -16, LMPTP block 0.8 and STEP inh 0.

2 records drawn at random from the list so far, as already listed:
For COc1ccc(NC(=O)CSCC(=O)NC2(C)CCS(=O)(=O)C2)cc1 (centres undefined) the results were TbMetRS inhib 0.0, Rpn11 block inactive, MsrA inhibitor 1.9, SUMO1-SIM PPI 0, CSN inh -3, NadD inh -3, Scp1 inh -7, DNMT1 block 3, LMPTP block 0.3 and STEP inh -2.
Screening COc1ccc2[nH]cc(CCNC(=O)CS(=O)(=O)Cc3ccccc3)c2c1 returned TbMetRS inhib -0.2, Rpn11 block inactive, MsrA inhibitor 0.0, SUMO1-SIM PPI 7, CSN inh -4, NadD inh -1, Scp1 inh -3, DNMT1 block -3, LMPTP block 1.5 and STEP inh -1.

(listing goes on)
Screening COC(=O)COc1ccc(/C=C2\SC(=O)N(CC(=O)Nc3ccccc3F)C2=O)cc1 returned TbMetRS inhib 0.0, Rpn11 block inactive, MsrA inhibitor 2.1, SUMO1-SIM PPI 2, CSN inh 4, NadD inh 14, Scp1 inh -6, DNMT1 block 17, LMPTP block -2.2 and STEP inh 2.
`CN(C(=S)NC1=CCS(=O)(=O)C1)C1CCCCC1` gave TbMetRS inhib 0.2, Rpn11 block inactive, MsrA inhibitor 0.7, SUMO1-SIM PPI 3, CSN inh -2, NadD inh 0, Scp1 inh -11, DNMT1 block 1, LMPTP block -1.3 and STEP inh -1.
`O=C1C(=O)N(CCCN2CCOCC2)C(c2ccc(F)cc2)/C1=C(\O)c1ccc2c(c1)OCCO2` (centres undefined) gave TbMetRS inhib -0.3, Rpn11 block inactive, MsrA inhibitor 1.1, SUMO1-SIM PPI -1, CSN inh -6, NadD inh 7, Scp1 inh -2, DNMT1 block -2, LMPTP block -1.5 and STEP inh 1.
`Cc1ccccc1CNC(=O)Nc1cccs1` gave TbMetRS inhib 0.7, Rpn11 block inactive, MsrA inhibitor -1.1, SUMO1-SIM PPI -1, CSN inh -2, NadD inh 4, Scp1 inh -18, DNMT1 block -3, LMPTP block 0.1 and STEP inh 3.
CN1C(=O)N(C)C2(C)CC1(C)N(C)C(=O)N2C was read as TbMetRS inhib 0.0, Rpn11 block inactive, MsrA inhibitor -0.3, SUMO1-SIM PPI -1, CSN inh 0, NadD inh 1, Scp1 inh -8, DNMT1 block -4, LMPTP block 1.0 and STEP inh 0.
Screening O=C(N/N=C/c1ccccc1)c1ccc(OCc2ccccc2)cc1 returned TbMetRS inhib -0.6, Rpn11 block inactive, MsrA inhibitor 1.7, SUMO1-SIM PPI -1, CSN inh -4, NadD inh 0, Scp1 inh 8, DNMT1 block 7, LMPTP block -1.0 and STEP inh -2.
COc1ccc(N(C(=O)c2ccco2)S(=O)(=O)c2ccc(F)cc2)cc1 was read as TbMetRS inhib -0.1, Rpn11 block inactive, MsrA inhibitor -0.3, SUMO1-SIM PPI 0, CSN inh 0, NadD inh -4, Scp1 inh -4, DNMT1 block -1, LMPTP block 0.6 and STEP inh -1.
Screening COC(=O)NNC(=O)C1CCC(C)CC1 (centres undefined) returned TbMetRS inhib -0.2, Rpn11 block inactive, MsrA inhibitor -0.8, SUMO1-SIM PPI -2, CSN inh -1, NadD inh -3, Scp1 inh 1, DNMT1 block -4, LMPTP block -1.2 and STEP inh -5.
For CCOC(=O)c1c(N)c2cc([N+](=O)[O-])cnc2n1C the results were TbMetRS inhib 0.3, Rpn11 block inactive, MsrA inhibitor 1.3, SUMO1-SIM PPI -18, CSN inh 2, NadD inh 1, Scp1 inh 3, DNMT1 block -6, LMPTP block 0.9 and STEP inh 3.
`COc1cc(OC)cc(C(=O)NNC(=S)Nc2ccccc2OC)c1` gave TbMetRS inhib -1.2, Rpn11 block inactive, MsrA inhibitor 2.1, SUMO1-SIM PPI 3, CSN inh 1, NadD inh 0, Scp1 inh -8, DNMT1 block 1, LMPTP block 0.5 and STEP inh -2.
